# Assay outcomes as filed in PubChem.
# eLon inh: inhibitors of E. coli Lon protease, primary screen, biochemical, fluorescence polarization. P0A9M0. purified E. coli Lon protease. inhibition, % at 7.94 µM. 360,000 tested, 0.42% active; in the data active means inhibition above about 13%, passing the limit was not always enough;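 further: 0% = enzyme with probe and DMSO and 100% = no enzyme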
# Target sequence (P0A9M0 whole entry, looked up): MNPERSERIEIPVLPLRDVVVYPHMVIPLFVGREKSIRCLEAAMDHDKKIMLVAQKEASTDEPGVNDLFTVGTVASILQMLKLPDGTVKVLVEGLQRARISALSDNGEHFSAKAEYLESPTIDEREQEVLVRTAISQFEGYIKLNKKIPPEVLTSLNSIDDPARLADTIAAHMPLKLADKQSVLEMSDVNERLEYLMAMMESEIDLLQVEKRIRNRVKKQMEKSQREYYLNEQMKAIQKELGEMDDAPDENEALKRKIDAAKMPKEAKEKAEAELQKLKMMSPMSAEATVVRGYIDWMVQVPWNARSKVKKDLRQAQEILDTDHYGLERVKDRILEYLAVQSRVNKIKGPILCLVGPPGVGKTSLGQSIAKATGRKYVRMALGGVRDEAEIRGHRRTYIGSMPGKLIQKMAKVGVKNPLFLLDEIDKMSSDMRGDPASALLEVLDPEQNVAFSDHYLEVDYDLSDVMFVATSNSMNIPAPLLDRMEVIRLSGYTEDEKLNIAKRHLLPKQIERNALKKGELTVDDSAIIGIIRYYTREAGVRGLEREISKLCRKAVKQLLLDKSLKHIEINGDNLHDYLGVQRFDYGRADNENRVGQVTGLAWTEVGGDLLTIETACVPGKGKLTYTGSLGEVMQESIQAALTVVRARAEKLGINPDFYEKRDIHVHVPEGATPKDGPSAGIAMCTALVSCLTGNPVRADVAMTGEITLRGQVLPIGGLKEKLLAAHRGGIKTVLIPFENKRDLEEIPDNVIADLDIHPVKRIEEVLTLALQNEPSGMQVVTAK
# Neddylation inh: inhibitors of cullin neddylation, primary screen, biochemical, TR-FRET, uHTS, NAE and Ubc12 | 360,000 tested, 0.58% active | NEDD8-conjugating enzyme Ubc12 (Homo sapiens) + NEDD8-activating enzyme E1 regulatory … | calls only at 25 µM; in the data active means inhibition above about 36%
# MLLE-PAM2 inh: inhibitors of PABP1 MLLE–PAM2 peptide binding, primary screen, biochemical, fluorescence polarization, FITC-PAM2, GST-MLLE; 360,000 tested, 0.36% active; Polyadenylate-binding protein 1 (Homo sapiens), P11940; inhibition, % at 20 µM; in the data active means inhibition above about 35%, passing the limit was not always enough;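 further: plate controls were DMSO wells with GST-MLLE for no effect and wells lacking GST-MLLE protein for full effect; some results filed as inactive read as strong as hits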
# Rin1 Abl inh: inhibitors of Rin1-Abl protein binding, primary screen, biochemical, TR-FRET; Tyrosine-protein kinase ABL1 (Homo sapiens) + Ras and Rab interactor 1 (Homo sapiens), …; inhibition, % at 7.35 µM; 360,000 tested, 0.4% active; in the data active means inhibition above about 5%, passing the limit was not always enough
# CendR NRP1 mod: modulators of CendR peptide binding to NRP-1, primary screen, biochemical, fluorescence polarization, uHTS. 360,000 tested, 0.85% active. Neuropilin-1 (Homo sapiens), O14786. inhibition, % at 25 µM. FAM-RPARPAR peptide binding to NRP-1;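 active means inhibition or corrected inhibition above about 18%, plus a signal ratio from 0.5 to 1.5, limit read from the data, passing the limit was not always enough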; further: strong numbers were not always called active
# SKN-1 inh: suppressors of acrylamide-induced Pgst-4::GFP reporter in worms, primary screen, SKN-1 inhibitor project, whole organism, uHTS, GFP/RFP fluorescence ratio, strain VP596 | AID 624304, 2012 | inhibition, % at 21.8 µM | C. elegans VP596 Pgst-4::GFP/RFP ratio, 24 h | 360,000 tested, 0.49% active;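 active means interference check ratio from 0.5 to 1.5 plus GFP to RFP signal ratio inhibition reaching or exceeding a fixed threshold, cut at about 30% in these data, passing the limit was not always enough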; further: some compounds called inactive have numbers as strong as hits
# MsrA act: bovine MsrA enzyme activators, primary screen, biochemical, absorbance, HTS; purified bovine MsrA, absorbance read-out; AID 602163, 2012; activation, % at 10.6 µM; 360,000 tested, 0.3% active; Methionine sulfoxide reductase A (Bos taurus); in the data active means activation above about 7.5%;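 further: 0% = vehicle and 100% = reference activator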
# MT1-MMP act inh: blockers of MT1-MMP proenzyme processing, primary screen, HT1080 RFP-PRO-GFP cells, GFP/RFP fluorescence | Matrix metalloproteinase-14 (Homo sapiens), P50281 | GFP/RFP ratio fluorescence, overnight; percent of plate control window, DMSO zero | GFP/RFP ratio change, % at 20 µM | 360,000 tested, 0.061% active;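 active means GFP/RFP ratio change of at least 30% with cell ATP level not reduced by more than half and red fluorescence within 50% of control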; further: strong numbers were not always called active
#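 Assay system: HT1080 RFP-PRO-GFP cells | Dosing: 20 µM single dose, 1% DMSO | Incubation: Cells overnight before dosing, compound overnight, 37 °C, 5% CO2 | Evaluation: GFP/RFP fluorescence ratio | Control set: DMSO-only wells and HT1080 RFP-L50D-GFP cell wells as references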
# FAS TE block: FAS thioesterase domain inhibitors, primary screen, biochemical, fluorescence intensity, uHTS | 360,000 tested, 0.67% active | inhibition, % at 15 µM | recombinant FAS-TE, OMFH fluorogenic substrate, fluorescence endpoint | Fatty acid synthase (Homo sapiens), P49327 | AID 602261, 2012;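 active means compounds whose normalised, plate-corrected inhibition of enzyme fluorescence in the single-dose primary screen is 50% or more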;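 further: 0% = DMSO with enzyme and 100% = substrate without enzyme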
# Active calls of the source: *; i = inactive; / = no result given; + = active, no number.
SMILES,eLon inh,Neddylation inh,MLLE-PAM2 inh,Rin1 Abl inh,CendR NRP1 mod,SKN-1 inh,MsrA act,MT1-MMP act inh,FAS TE block
COc1ccc2cc(C(=O)N3CCN(C)CC3)[nH]c2c1,0.2,i,1.3,1.2,2.7,-0.7,-7.1,3.4,-10.0
CCCc1nc2c(C)cc(Br)cn2c1Cc1ccsc1,8.9,i,42.7*,0.1,9.9,-4.8,-2.2,-4.7,-0.7
COc1cc(C(=O)NCC(=O)N/N=C/c2ccc(-c3ccc([N+](=O)[O-])cc3)o2)cc(OC)c1OC,-8.7,i,-35.9,-0.3,-26.4,14.7,-1.9,5.1,16.4
COc1ccc(CN2C(=O)CCC2(C)c2nnnn2Cc2ccccc2)cc1 (centres undefined),-0.7,i,/,/,8.9,6.3,-14.4,1.6,-7.9
CC(C)C[C@H](NC(=O)c1ccc(OC2CCN(C(=O)C3CC3)CC2)cc1)C(N)=O,0.3,i,6.0,-0.1,1.5,3.4,-0.8,-2.0,-6.5
CCN(CC)S(=O)(=O)c1ccc(C(=O)N(c2ccccc2)C2C=CS(=O)(=O)C2)cc1 (centres undefined),-5.2,i,-14.4,-3.0,-0.2,-9.7,-1.8,2.1,-5.9
COc1ccc(CC(C#N)(CO)c2nc3ccccc3[nH]2)cc1 (centres undefined),-1.8,i,5.3,0.1,-6.5,-2.3,-7.6,0.8,-6.1
Cc1ccc(C(=O)NNC(=S)NC(=O)c2ccc(Cl)cc2Cl)cc1,-16.5,i,10.8,2.3,-2.7,-1.3,4.3,6.6,-4.3
O=C(NC1CCCC1)C(c1ccc(Cl)cc1)N1CCN(C2CCCCC2)CC1 (centres undefined),-12.6,i,2.0,-1.5,4.9,0.0,-2.2,-8.1,-1.9
CCCCN1C(=O)C(CC(=O)NCCc2ccccn2)CC(C(=O)N2CCCCCC2)=C1C (centres undefined),4.9,i,/,/,0.3,-10.0,-2.7,6.8,-1.4
Cc1cccc(Nc2nc(-c3ccccn3)cs2)n1,-0.1,i,9.1,-0.5,-0.6,15.0,-1.5,-1.7,2.1
CC(=O)c1ccc2noc(-c3cccc(C)c3)c2c1,-4.9,i,-17.1,0.4,4.4,4.6,-3.6,-5.3,-3.6
Cn1nc(-c2ccccc2)cc1NC(=O)c1ccccc1,-13.5,i,-6.7,-1.1,-6.7,-0.7,-3.3,1.8,1.3
CCc1cc(=O)oc2cc(C)cc(OC(C)C(=O)O)c12 (centres undefined),8.1,/,-3.4,-3.7,4.7,-1.6,0.4,3.7,-7.1
CCOC(=O)c1ccc(NC(=O)N2CCN(c3cccc(OC)c3)CC2)cc1,11.8,i,6.2,4.8,-0.5,-3.4,-0.1,0.9,2.8
CSCC[C@H](NS(=O)(=O)c1ccc(C)cc1)C(=O)N1CCC(C(=O)N[C@@H](Cc2ccc(O)cc2)C(=O)O)CC1,-5.2,i,12.6,-0.1,-4.8,-7.2,-3.2,4.2,-2.5
CCCCN1C(=O)C(CC(=O)NCc2cccc3ccccc23)CC(C(=O)N(CC)CC)=C1C (centres undefined),-1.6,i,-10.3,0.9,1.3,12.2,-0.9,1.1,-0.6
CCCOc1ccccc1/C=C(\C#N)C(=O)Nc1cccc(C)n1,1.8,i,11.7,-0.7,3.8,-7.3,-3.9,-1.4,10.1
Cc1ccc(S(=O)(=O)NC(=O)Nc2c(C)n(C)n(-c3ccccc3)c2=O)cc1,-1.9,i,-6.7,-1.1,-7.8,6.1,-1.6,-3.3,-3.3
CC(=O)c1ccc(S(=O)(=O)N2CCN(C(=O)c3ccc(-n4nc(C)c(Cl)c4C)cc3)CC2)cc1,-33.5,i,-20.7,0.8,-0.6,-9.6,-10.5,6.7,31.5
CC/C(=N/Nc1ccccc1Cl)c1cnnc(-c2ccccc2)n1,3.5,i,-16.3,4.2,-3.2,-8.4,-2.9,-2.0,17.0
CC1=CC(C)C2(CO)COC(c3ccccc3O)C1C2C (centres undefined),3.5,i,1.7,-0.9,-2.9,-2.8,-0.7,1.6,3.0
COc1ccccc1Cn1c(=S)[nH]c2cc(C(=O)NCC(OC)OC)ccc2c1=O,6.6,i,-67.0,1.6,13.2,2.5,-1.9,2.4,-1.5
Cn1cc(C(=O)N/N=C/c2cccs2)c2ccccc21,-2.0,i,-7.2,-4.5,-9.2,13.0,-5.3,4.3,-2.9
COc1ccc(CC2S/C(=N/N=C/c3ccc(O)cc3)NC2=O)cc1 (centres undefined),-4.4,i,-14.5,-0.1,10.9,-7.4,-9.6,5.9,-7.9
Fc1ccc(N=c2ssnc2Cl)c(F)c1,0.3,i,15.0,0.8,-7.8,0.2,-5.3,-3.4,-1.3
CCn1nnc2cc(C(=O)N(CCOC)CC(=O)Nc3cccc(C)c3C)ccc21,-2.7,i,-1.8,3.2,-10.4,0.5,-1.3,-0.9,-5.3
Cc1ccc(/C=C/C(=O)OCC(=O)NCCN2C(=O)CSC2=O)cc1,3.7,i,-2.0,-1.5,6.5,1.8,-8.8,1.3,-5.3
CC1(c2ccccc2)NC(=O)N(CC(=O)Nc2ccc(Cl)c(S(=O)(=O)N3CCCCC3)c2)C1=O (centres undefined),3.2,i,-22.9,-2.8,4.1,15.5,-2.1,6.7,13.4
O=C(CSCc1ccc(Cl)cc1)Nc1ccc(Br)cc1C(=O)O,-10.1,i,4.2,1.9,-8.0,3.5,-3.7,0.3,2.6
O=C(CCc1nnc2n(Cc3ccc(F)cc3)c(=O)c3ccccc3n12)N1CCN(c2ccccn2)CC1,-12.5,i,-15.2,-0.1,-0.1,-2.9,-3.5,-2.0,22.0
COC(=O)C1=C(C)N(Cc2ccc(OC)cc2)C(=O)C1,-7.9,i,0.8,-3.3,-2.5,-4.9,-1.3,-3.1,-0.5
O=C(Nc1c2c(nc3c1CCC3)CCCC2)c1ccccn1,-5.5,i,-8.2,-2.8,-4.3,1.0,-2.0,0.1,-9.6
CCCn1c(C)nc2c(c1=O)c1nc3ccccc3nc1n2-c1ccccc1,2.6,i,10.0,0.1,6.2,3.5,-6.1,0.1,-0.7
CCCC(=O)NC(C)c1nc2ccccc2n1C(C)C (centres undefined),-6.1,i,5.7,-0.5,-4.3,-9.9,-2.3,1.8,-9.7
O=C(Cc1ccccc1)Nc1nc(-c2cccc([N+](=O)[O-])c2)cs1,-0.3,i,2.2,-0.2,-3.8,13.1,-2.8,0.3,22.5
CCc1nc2c(OCc3ccc4c(c3)OCO4)cccn2c1N(C=O)Cc1ccc(OC)cc1,-6.9,i,-3.6,2.3,-12.3,-0.6,-4.0,-4.0,12.6
Cc1cccc(C(=O)N[C@H](C(=O)OCC(=O)NC(=O)c2cccn2C)C(C)C)c1,-1.5,i,-10.5,-2.0,-5.7,3.0,-1.2,-2.5,-2.8
Cc1ccc(/C=N/N=C2/NC(=O)C(CC(=O)Nc3ccccc3)S2)o1 (centres undefined),-3.5,i,-7.3,7.7,1.9,-12.2,-15.6,4.6,-4.9
O=C1CC[C@@]23CCCN2C(=O)CCCC3C1 (some centres undefined),-1.8,i,10.8,0.9,-17.1,-0.7,-12.7,-0.3,-5.3
O=C1C=C(c2ccc(Cl)c(C(F)(F)F)c2)C[C@@H](c2ccc(F)cc2)C1,1.5,i,7.1,0.1,-5.3,7.3,-1.6,3.9,53.2*
CCOP(=O)(OCC)C(Nc1ccc(OC)cc1)c1ccco1 (centres undefined),-1.3,i,8.3,2.7,-14.9,-0.7,-2.3,3.1,-3.3
Cc1nnsc1C(=O)N(Cc1ccccc1)C(C)C,-1.6,i,2.6,0.3,-2.7,-7.3,-3.3,-1.6,-2.3
O=C(/C=C/c1cccs1)NNC(=O)c1cccc([N+](=O)[O-])c1,-2.3,i,-23.1,1.9,12.5,2.3,-3.2,3.8,44.1
O=C(CC(C(=O)O)c1ccccc1)c1cccs1 (centres undefined),-4.1,i,-10.6,0.8,11.3,4.6,0.3,3.7,-1.6
COc1ccc(S(=O)(=O)N2CCC(C(=O)NCCN3CCOCC3)CC2)cc1OC,-0.3,i,3.3,0.7,5.2,2.6,-1.9,4.5,-8.4
COc1ccc(C(=O)Nc2c(Cl)cc(Cl)cc2C(=O)NCc2ccco2)cc1,-1.6,i,-2.8,0.6,1.8,-29.3,1.8,-0.1,-4.5
Cc1cccc(NC(=O)c2sc(NC(=O)COc3ccccc3)c(C#N)c2C)c1C,6.6,i,-0.2,0.6,-8.7,2.0,-3.4,-2.5,-3.4

# A different layout for 3 compounds above:
# Every second line gives: eLon inh | Neddylation inh | MLLE-PAM2 inh | Rin1 Abl inh | CendR NRP1 mod | SKN-1 inh | MsrA act | MT1-MMP act inh | FAS TE block
CC1=CC(C)C2(CO)COC(c3ccccc3O)C1C2C (centres undefined)
    3.5 | i | 1.7 | -0.9 | -2.9 | -2.8 | -0.7 | 1.6 | 3.0
O=C(CC(C(=O)O)c1ccccc1)c1cccs1 (centres undefined)
    -4.1 | i | -10.6 | 0.8 | 11.3 | 4.6 | 0.3 | 3.7 | -1.6
CCCc1nc2c(C)cc(Br)cn2c1Cc1ccsc1
    8.9 | i | 42.7* | 0.1 | 9.9 | -4.8 | -2.2 | -4.7 | -0.7

# More results
SMILES,eLon inh,Neddylation inh,MLLE-PAM2 inh,Rin1 Abl inh,CendR NRP1 mod,SKN-1 inh,MsrA act,MT1-MMP act inh,FAS TE block
COc1ccc(C(=O)Nc2ccccc2C(=O)NCCCn2ccnc2)cc1,-7.5,i,16.5,1.3,-5.6,-13.6,-6.6,-1.0,-15.6
Cc1ccccc1OCCCSc1nc2ccccc2[nH]1,-0.9,i,-12.6,1.8,11.3,6.5,-3.0,-2.4,14.3
Cc1ccc2[nH]c3c(c2c1)CCC3=O,-8.7,/,1.6,-0.5,-7.3,19.4,-2.9,4.1,-5.8
COc1ccc(OC)c(CNC(=O)c2ccc(C)c(NC(=O)C3=C(C)OCCS3)c2)c1,2.2,i,8.1,-0.2,8.8,10.8,-5.8,-2.3,-4.0
O=C(NCC12CC3CC(C1)CC(CNC(=O)N1CCCC1)(C3)C2)N1CCCC1,3.1,i,-5.7,4.2,1.4,-10.2,-6.4,2.4,-9.1
CCn1c(-c2cc(-c3ccc(OC(C)C)cc3)nc3ccccc23)n[nH]c1=S,-0.9,i,-82.9,-1.1,0.4,-11.3,-2.7,-3.1,10.1
O=C(CCN1C(=O)C2C3CCC(C3)C2C1=O)Nc1ccc(Br)cc1 (centres undefined),-0.7,i,5.7,-3.8,1.0,-1.5,-3.7,-0.6,-9.0
NC(=O)/C(=C/c1ccco1)C(N)=S,3.3,+,27.6,3.2,-40.0,27.1,-3.5,-11.2,-29.8
CN1C(=O)[C@@H]2[C@H](C1=O)[C@@H]1C(=O)Nc3ccccc3C(=O)N1[C@@H]2c1cccc(Br)c1,1.3,i,12.0,0.8,0.5,7.4,-3.0,-2.2,-1.5
Cc1nnc(SCC(=O)N(C2CCCCC2)C2CCS(=O)(=O)C2)n1C (centres undefined),-19.7,i,-11.0,2.8,4.9,-14.6,-1.6,1.1,-2.7
CC(C)(C)OC(=O)NCCNC(=O)c1cccs1,0.9,i,2.6,-0.4,11.5,-3.2,-6.7,-2.3,-4.2
